# Bioassay records as filed in PubChem BioAssay.
# NCOA1 inh = SRC1 coactivator transcriptional activity inhibitors, primary screen, cell-based, luminescence; Nuclear receptor coactivator 1 (Homo sapiens), Q15788; inhibition, % at 3.6 µM; AID 588354, 2011; HEK293 GAL4-SRC1 luciferase reporter; 360,000 tested, 0.12% active;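 active = inhibition above the campaign mean plus 3 SD, with each screening campaign given its own cutoff, cut at about 60% in these data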;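 also: 0% = DMSO treated cells and 100% = gossypol at 36 µM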
# LRH-1 inv ag = LRH-1 (NR5A2) inverse agonists, primary screen, cell-based, luminescence, HEK293T, StAR-luciferase reporter; AID 602396, 2012; 360,000 tested, 0.13% active; LRH-1 transfected, 24 h; Nuclear receptor subfamily 5 group A member 2 (Homo sapiens), O00482; inhibition, % at 3.6 µM;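 active = inhibition above the mean inhibition of all tested compounds plus 3 SD, cut at about 73% in these data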;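 also: 0% = DMSO wells and 100% = reporter-only cells lacking LRH-1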
# Target sequence (O00482 whole entry, looked up): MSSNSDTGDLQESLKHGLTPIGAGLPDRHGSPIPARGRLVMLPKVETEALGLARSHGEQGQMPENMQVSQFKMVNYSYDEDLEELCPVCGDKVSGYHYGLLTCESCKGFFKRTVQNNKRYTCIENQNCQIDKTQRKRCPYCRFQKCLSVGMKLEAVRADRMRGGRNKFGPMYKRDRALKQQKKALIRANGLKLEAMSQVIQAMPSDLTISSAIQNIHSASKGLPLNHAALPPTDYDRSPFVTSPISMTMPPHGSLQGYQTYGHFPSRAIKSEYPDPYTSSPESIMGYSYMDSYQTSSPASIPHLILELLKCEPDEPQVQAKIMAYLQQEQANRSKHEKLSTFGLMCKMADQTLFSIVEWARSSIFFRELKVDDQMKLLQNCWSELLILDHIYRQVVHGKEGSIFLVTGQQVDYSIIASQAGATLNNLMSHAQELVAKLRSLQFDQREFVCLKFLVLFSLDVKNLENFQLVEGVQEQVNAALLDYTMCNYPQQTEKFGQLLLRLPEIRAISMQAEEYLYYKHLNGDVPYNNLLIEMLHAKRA
# LMP1 NFkB inh = EBV LMP1-driven NF-kappaB luciferase reporter inhibitors, primary screen, cell-based, luminescence, single point; LMP1-induced NF-kappaB luciferase reporter cells; inhibition, % at 12.5 µM; 350,000 tested, 0.69% active; AID 504558, 2011; in the data active = inhibition above about 41%;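 also: 0% = neutral control wells and 100% = reference inhibitor control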
# TLR9-MyD88 inh = inhibitors of TLR9-MyD88 association in cells, primary screen, cell-based, CHO, BLA complementation, fluorescence | Toll-like receptor 9 (Homo sapiens) + Myeloid differentiation primary response protein … | CCF4 FRET ratio | inhibition, % at 4.98 µM | 340,000 tested, 0.21% active | AID 504734, 2011;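 active = inhibition above the mean over all tested compounds plus 3 SD, cut at about 21% in these data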;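 also: 0% = DMSO only wells and 100% = clavulanate BLA inhibitor control wells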
# TROY signal inh = inhibitors of TROY-driven NF-kB signaling, primary screen, Q293 LMP1-TROYcd cells, NF-kB luciferase, uHTS; Q293 LMP1-TROYcd NF-kB luciferase reporter, 4 h; inhibition, % at 10 µM; 360,000 tested, 0.98% active; AID 1347056, 2019;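 active = compounds whose plate-normalised and pattern-corrected inhibition of the luciferase reporter signal at the single screening dose is 50% or more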
# Vif imaging = HIV Vif self-association inhibitors, primary screen, imaging, HEK293T, single point; inhibition, % at 7.49 µM; AID 602346, 2012; HEK293T cells, Vif self-association by quenched fluorescence, 24 h; 340,000 tested, 0.35% active; in the data active = inhibition above about 50%, passing the limit was not always enough; also: some results filed as inactive read as strong as hits
# SRC2 inh = inhibition of GAL4-SRC2 driven luciferase reporter, primary screen, SRC2 inhibitor project, cell-based, luminescence; Nuclear receptor coactivator 2 (Homo sapiens), Q15596; HEK293 GAL4-SRC2 luciferase reporter; inhibition, % at 9 µM; 370,000 tested, 0.17% active; AID 651957, 2012;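 active = inhibition above the mean inhibition of all tested compounds plus 3 SD, set per campaign, cut at about 52% in these data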;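 also: 0% = DMSO treated cells and 100% = cells given Gossypol at 36 µM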
# COUP-TFII inh = NR2F2 transcriptional activity inhibitors, primary screen, cell-based, luciferase reporter, HEK293T, luminescence. COUP transcription factor 2 (Homo sapiens), P24468. 370,000 tested, 0.7% active. inhibition, % at 8.6 µM. HEK293T NGFI-A luciferase reporter;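 active = inhibition above a per-plate cutoff, mean inhibition of test wells between control levels plus 3 SD, cut at about 38% in these data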;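 also: cells cotransfected with COUP-TFII expression vector driving the NGFI-A reporter; 0% = median of COUP-TF2 test wells and 100% = reporter-only cells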
# NCOA3 inh = SRC3 coactivator transcriptional activity inhibitors, primary screen, cell-based, luminescence. inhibition, % at 3.6 µM. Nuclear receptor coactivator 3 (Homo sapiens), Q9Y6Q9. AID 588352, 2011. 360,000 tested, 0.17% active. HEK293 GAL4-SRC3 luciferase reporter;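 active = inhibition above a per-campaign cutoff, the mean of all compounds plus 3 SD, cut at about 60% in these data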;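 also: 0% = DMSO-treated cells and 100% = gossypol-treated cells at 36 µM; higher means less SRC3-driven luciferase light from the GAL4 reporter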
# TRAIL sens C8 = viability loss with TRAIL in NB7+C8 cells, primary screen, TRAIL sensitizer project, cell-based, ATPlite luminescence; inhibition (viability loss, TRAIL sensitization), % at 10 µM; 360,000 tested, 1% active; AID 624354, 2012;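 active = compounds causing at least 50% loss of cell viability in the single-dose screen, relative to plate controls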
# NOD2-RIPK2 inh = NOD2-RIPK2 binding disruptors in cells, primary screen, fluorescence, CHO cells, BLA complementation; CCF4 ratio; AID 624267, 2012; 360,000 tested, 0.38% active; Receptor-interacting serine/threonine-protein kinase 2 (Homo sapiens), O43353; inhibition, % at 4.98 µM; in the data active = inhibition above about 21%;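 also: 0% = vehicle only and 100% = reference blocker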
# Target sequence (O43353 whole entry, looked up): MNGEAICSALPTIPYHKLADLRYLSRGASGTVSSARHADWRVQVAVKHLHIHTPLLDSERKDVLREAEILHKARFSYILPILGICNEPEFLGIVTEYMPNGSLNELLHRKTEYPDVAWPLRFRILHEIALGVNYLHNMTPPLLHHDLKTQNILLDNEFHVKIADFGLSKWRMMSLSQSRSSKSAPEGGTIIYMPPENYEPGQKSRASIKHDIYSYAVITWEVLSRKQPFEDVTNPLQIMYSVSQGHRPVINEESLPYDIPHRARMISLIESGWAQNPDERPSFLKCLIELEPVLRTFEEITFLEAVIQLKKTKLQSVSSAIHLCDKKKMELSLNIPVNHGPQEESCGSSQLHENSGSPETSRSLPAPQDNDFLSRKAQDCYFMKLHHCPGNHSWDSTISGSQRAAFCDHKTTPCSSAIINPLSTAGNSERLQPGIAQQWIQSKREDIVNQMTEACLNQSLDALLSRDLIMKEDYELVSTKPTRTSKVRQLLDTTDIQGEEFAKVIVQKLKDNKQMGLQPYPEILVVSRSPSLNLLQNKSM
# An asterisk follows results filed as active; / = no result given. Only part of the results is shown (hit frequency here may not be typical).
SMILES,NCOA1 inh,LRH-1 inv ag,LMP1 NFkB inh,TLR9-MyD88 inh,TROY signal inh,Vif imaging,SRC2 inh,COUP-TFII inh,NCOA3 inh,TRAIL sens C8,NOD2-RIPK2 inh
O=C(OCc1cn([C@@H]2C[C@H](c3ccccc3)N(Cc3cccs3)C[C@H]2O)nn1)c1ccccc1,-6,-3,5,3,-5,-1,-18,-4,-2,5,-4
CCOC(=O)C1=C(C)NC(=O)NC1c1cccc(O)c1 (centres undefined),-7,6,8,2,-1,6,12,-6,14,2,-15
O=C(CNC(=O)Cc1ccccc1)NCC(=O)OCc1ccc(C(=O)c2ccccc2)cc1,-18,22,0,-5,15,-4,/,/,9,-16,9
O=C(NC(=S)Nc1ccccc1O)c1ccc(-c2ccc(Cl)cc2)o1,-9,0,-7,7,-47,-1,-21,0,0,7,3
COc1cccc(/C=N/NC(=O)CNC(=O)COc2ccccc2)c1O,12,-7,2,0,-50,21,-4,5,20,9,2
CC1=C(C(=O)OCCC#N)C(c2cc3c(cc2Br)OCO3)NC(=O)N1 (centres undefined),1,-18,6,4,6,8,-21,-24,1,6,4
CCCCn1c(N)c(N(CC(C)C)C(=O)C2CCN(S(=O)(=O)c3ccc(C)cc3C)CC2)c(=O)[nH]c1=O,6,-5,4,-8,36,17,-6,-6,16,9,-15
Cc1cc2c3c(c1)C1(SCC(=O)N1c1ccc(F)cc1)C(=O)N3C(C)(C)CC2C (centres undefined),8,18,0,-1,10,-2,-3,6,11,2,-11
CCOC(=O)N1CCC(NC(=O)CN(c2ccc(C(C)C)cc2)S(=O)(=O)c2c(C)nn(C)c2C)CC1,4,-8,6,10,4,-2,-4,-6,-18,-26,-2
Cn1c(=O)n(C)c2cc(NS(=O)(=O)c3ccc(Cl)s3)ccc21,-3,8,2,8,-14,9,-24,-37,2,1,-1
CCCS(=O)(=O)NC(=O)C1(C)CCN1C(=O)Cc1ccc(Cl)cc1Cl (centres undefined),-1,-14,/,/,6,-10,-14,8,5,-10,0
O=C(COc1ccc(Cl)cc1Cl)NCCN1CCCCC1,-11,-14,-3,-4,-14,/,-9,-11,4,11,-5
Cc1cccc(N2CC(c3nc4ccccc4n3C)CC2=O)c1C (centres undefined),3,11,3,-8,14,-10,-4,-3,-14,13,-12
O=C(c1ccc2c(c1)OCCCO2)c1cccs1,-120,-120,-14,-4,-33,-12,-73,-52,-90,24,-1
O=C(CNC(=O)c1ccc(Br)o1)NNC(=O)c1ccccc1,-5,-3,-3,-7,-17,5,5,-9,5,-7,-2
O=C1[C@@H]2[C@@H]3C[C@@H]([C@H]4ON=C(c5ccc(Cl)cc5Cl)[C@@H]34)[C@@H]2C(=O)N1C1CCCCC1,12,5,11,10,0,-1,-5,-7,1,-2,4
COc1ccc(-c2[nH][nH]c(=O)c2NC(=O)c2ccccc2Br)cc1,0,-11,/,/,13,3,0,1,5,-6,-9
Nc1ccc(Oc2c(Cl)cccc2Cl)nc1,7,-10,-18,0,4,-11,1,-5,5,0,-3
COCCNC(=O)C1(C)CCCN(C(=O)c2cccc(C(F)(F)F)c2)C1 (centres undefined),-6,11,/,/,9,10,-20,0,-9,-1,-4
CCOc1ccc(NC(=O)NCC2CCN(Cc3ccc(F)cc3)CC2)cc1,-17,6,-2,5,12,1,-20,23,14,-2,-7
Cc1ccc(C)c(C(=O)CN2C(=O)NC3(CCCCCC3)C2=O)c1,1,-7,-7,-9,-5,0,-7,-3,-5,-26,-7
CC(NC(=O)c1cccnc1)C(c1cccs1)N1CCOCC1 (centres undefined),-19,1,7,9,2,4,-12,-7,1,-10,-13
Cc1ccc(CNC(=O)C2CCC(CNc3c(N4CCOCC4)c(=O)c3=O)CC2)cc1 (centres undefined),2,7,1,-6,-5,12,-13,21,4,-4,-8
CCCCCC/C(=N\NS(C)(=O)=O)c1ccccc1,-5,5,9,-4,1,4,13,0,-1,-6,-9
CCN1CCCC1CNCc1ccc(Cl)cc1Cl (centres undefined),5,2,2,0,6,13,-17,-15,-28,-11,-13
Cc1ccc(NC(=O)/C(=C\c2cccc(Br)c2)NC(=O)c2ccco2)cc1,-7,10,-11,8,-3,-2,-6,-6,-31,-15,-2
O=C(Nc1ccncc1)C1CCN(S(=O)(=O)c2ccccc2C(F)(F)F)CC1,-18,3,-2,-8,1,-2,-6,3,9,15,-5
N#Cc1ccc(C23CC4(C2)[C@H](CN(Cc2cccnc2)[C@@H]4c2ccccc2)C3c2ccccc2)cc1 (some centres undefined),-9,-13,4,-4,-19,-10,-7,13,-5,16,-4
CCOC(=O)C(Sc1nnc(-c2ccncc2)o1)C(C)=O (centres undefined),-4,-8,-11,-9,1,-10,15,8,11,-5,0
COc1ccccc1N1CCN(CC(=O)Nc2ccnn2C2CCCC2)CC1,-4,7,5,4,7,0,2,12,16,1,-2
CCCOc1ccccc1C1NC(=O)NC(C)=C1C(=O)OCc1ccccc1 (centres undefined),-26,-9,1,-12,14,-6,16,14,28,-6,-5
O=C1CCN(CCCc2ccccc2)CCN1[C@H](CO)Cc1ccccc1,2,-15,-5,2,-10,-1,-10,4,-9,-10,6
Cc1sc2ncn(CC(=O)NCCCC(=O)N3CCCCC3)c(=O)c2c1C,5,-17,4,-6,6,14,0,-1,3,-6,-7
CC(Sc1ccccn1)C(=O)NC1CCCC1 (centres undefined),-9,7,-3,-10,-4,-4,-20,-11,-20,6,-2
COc1cccc(C(=O)NC(C)C(c2cccs2)N2CCOCC2)c1 (centres undefined),6,-3,-11,-17,-2,7,3,1,9,8,-9
COc1ccc(C(=O)NC2CCN(C(=O)NCc3ccccc3)CC2)cc1,-6,0,4,9,-5,11,-22,17,4,-32,-15
C=CC[C@@H](CC(=O)N[C@H](CO)Cc1ccccc1)C(=O)N[C@H](C)COC(=O)[C@@H](CC=C)CC(=O)OC(C)(C)C,-7,18,0,6,0,-1,-25,-6,6,-2,-10
COc1ccc(Cl)cc1S(=O)(=O)NCc1cccs1,3,-22,2,0,-5,-1,-10,-2,-1,-21,-8
COc1ccc(/C=N/NS(=O)(=O)c2ccccc2)cc1OC,9,-11,11,2,7,-2,-11,25,-3,-11,-8
CCC1(CC)C(=O)C2=C3C1[C@H](C(=O)OC)C=C(C(=O)OC)C[C@H]3[C@H]1C(=O)N(Cc3ccccc3)C(=O)[C@H]1[C@H]2C (some centres undefined),-4,-4,5,-9,3,0,-7,3,-25,4,0
O=C1NC(=Nc2cccc(Cl)c2)SC1Cc1cccc(Cl)c1Cl (centres undefined),2,1,3,8,16,-20,2,-1,12,14,-3
O=C(NCc1ccc(F)cc1)C(c1cccnc1)N(C(=O)c1csnn1)c1ccccc1 (centres undefined),-9,-12,-5,-4,6,0,-1,18,-18,-11,9
O=C(NN1C(=O)NC2(CCCCC2)C1=O)c1ccc(-c2ccc(Cl)cc2)o1,-3,-4,-14,-9,4,-8,27,-13,13,16,-8
O=C(Cc1ccccc1)N/N=C/c1ccccn1,-6,9,-1,0,-12,/,-14,-13,2,-10,-5
COc1ccccc1C(=O)NCC1CCN(c2ccc(S(=O)(=O)N3CCOCC3)cc2)CC1,-1,-24,-11,-11,20,2,8,-1,-7,8,2
CCOC(=O)[C@]12CCC=C1N(Cc1cccc3ccccc13)C(=O)[C@H](CC(=O)NCc1ccccc1)C2,/,-18,/,/,7,/,-1,-2,/,7,-4
O=C(COc1ccc(-c2nnco2)cc1)N1CCN(S(=O)(=O)c2ccc3ccccc3c2)CC1,-1,25,5,12,12,1,-28,0,13,7,-11
CC(C)(C)C(=O)Nc1nc(-c2ccccc2)ns1,-100,-108,-32,-1,-24,-21,-2,-21,-62,13,3
O=C1NC[C@H](CC2CCCCC2)N(CCC23CC4CC(CC(C4)C2)C3)C1=O,/,0,/,/,-1,/,-2,11,/,-3,-17
CCCNC(=O)C1(C)CCCN(C(=O)c2cc(F)cc(F)c2)C1 (centres undefined),3,5,/,/,-2,12,14,16,-4,-14,-4
# The list continues.
SMILES,NCOA1 inh,LRH-1 inv ag,LMP1 NFkB inh,TLR9-MyD88 inh,TROY signal inh,Vif imaging,SRC2 inh,COUP-TFII inh,NCOA3 inh,TRAIL sens C8,NOD2-RIPK2 inh
CC(=O)n1c2c(c3ccccc31)OC(N)=C(C#N)C2c1ccc(C(C)C)cc1 (centres undefined),8,11,-13,5,79*,14,-13,33,18,-2,0
O=C(Nc1ncccn1)C1CCCCC1,-9,-3,9,-8,0,-8,9,11,5,-6,3
CN(C1CCCCC1)S(=O)(=O)c1ccc(SCC(=O)NC(C)(C)C)nc1,1,-9,6,-4,5,-1,-20,5,8,12,1
Cc1cccc(OCCC(=O)Nc2ccc(F)c(F)c2)c1,12,-1,2,1,-6,-3,-6,-9,7,-2,-9
O=C(NC1CC1)c1cccc(NC(=O)C2CCCCC2)c1,-2,3,-2,-3,3,0,0,-18,-2,14,2
COc1ccc(CCC(=O)NC2CCCN(Cc3ccc(Cl)cc3)C2)cc1OC (centres undefined),-11,7,5,-1,-7,-1,-24,-17,-13,-26,7
CCOc1ccccc1NC(=O)C1CCN(S(=O)(=O)c2cccc3cccnc23)CC1,2,-4,-14,0,3,-4,-27,10,-4,-12,-6
Cn1cc([C@]2(O)C(=O)Nc3c(F)cccc32)c2ccccc21,/,15,/,/,/,/,6,10,/,-9,-5
Nc1c(-c2ccc(Cl)cc2)nnn1-c1ccccc1,-73,-137,-10,0,-61,-12,-38,-52,-92,24,-5
CCCOc1ccc(N/C=C/C(=O)c2cc(OC)c(OC)c(OC)c2)cc1,8,3,-4,4,-21,11,-13,-9,5,4,-1
COc1ccc(CCNC(=O)CC(c2ccccc2)c2cccc(C)c2O)cc1OC (centres undefined),1,12,6,7,21,-11,-7,-4,-18,5,-6
CCN(CC)C(=O)C1CCCN(C(=O)c2ccc3nc(-c4cccc(OC)c4)oc3c2)C1 (centres undefined),-19,-33,-7,-5,-42,-4,-23,-23,-33,3,-3
Clc1cccc(N2CCN(CCNc3nc4ccccc4n4cnnc34)CC2)c1,4,2,14,-16,30,0,/,/,2,8,0
COc1ccc(CC(=O)NNC(=S)Nc2ccccc2)cc1Br,-2,9,1,1,5,7,2,1,9,12,9
CC(=O)Nc1ccc(OCC(=O)Nc2ccc(Cl)c(S(=O)(=O)N3CCOCC3)c2)cc1,26,35,/,/,33,-7,34,65*,28,21,-2
